CASP6 VEID inh: human caspase-6 inhibitors, primary screen, biochemical, VEID-R110 fluorescence, single point, set 2. P55212. purified caspase-6, Z-VEID-R110 cleavage fluorescence. inhibition, % at 12.5 µM. 350,000 tested, 0.53% active;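 active means mean inhibition across replicates at least about 35%, with every replicate also reaching that limit, limit read from the data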;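 further: 0% = median of neutral control wells and 100% = no fluorescence left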
Target sequence (P55212 24-179 limits assumed): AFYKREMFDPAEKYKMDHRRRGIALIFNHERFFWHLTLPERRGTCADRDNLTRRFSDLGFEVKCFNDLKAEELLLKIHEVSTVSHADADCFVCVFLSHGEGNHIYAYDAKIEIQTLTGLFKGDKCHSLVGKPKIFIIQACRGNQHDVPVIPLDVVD
Target sequence (P55212 194-293 limits assumed): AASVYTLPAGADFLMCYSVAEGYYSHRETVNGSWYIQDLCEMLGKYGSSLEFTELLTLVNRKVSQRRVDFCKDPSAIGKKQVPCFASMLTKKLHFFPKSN
E-selectin induc: E-selectin induction in HUVECs, primary screen, imaging, HUVEC, immunofluorescence imaging, single point. P16581. normalized: neutral wells 0, TNF-alpha wells 100. activation, % at 7.58 µM. 260,000 tested, 0.37% active;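 active means mean E-selectin-positive cell signal at least 10% of the positive control, reached in at least 60% of replicates, without over 20% cell loss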;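 further: in these data hits start at about 27%; measured in HUVEC primary endothelial cells; signal is the percent of cells scored E-selectin positive by PE staining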
Target sequence (P16581 whole entry, looked up): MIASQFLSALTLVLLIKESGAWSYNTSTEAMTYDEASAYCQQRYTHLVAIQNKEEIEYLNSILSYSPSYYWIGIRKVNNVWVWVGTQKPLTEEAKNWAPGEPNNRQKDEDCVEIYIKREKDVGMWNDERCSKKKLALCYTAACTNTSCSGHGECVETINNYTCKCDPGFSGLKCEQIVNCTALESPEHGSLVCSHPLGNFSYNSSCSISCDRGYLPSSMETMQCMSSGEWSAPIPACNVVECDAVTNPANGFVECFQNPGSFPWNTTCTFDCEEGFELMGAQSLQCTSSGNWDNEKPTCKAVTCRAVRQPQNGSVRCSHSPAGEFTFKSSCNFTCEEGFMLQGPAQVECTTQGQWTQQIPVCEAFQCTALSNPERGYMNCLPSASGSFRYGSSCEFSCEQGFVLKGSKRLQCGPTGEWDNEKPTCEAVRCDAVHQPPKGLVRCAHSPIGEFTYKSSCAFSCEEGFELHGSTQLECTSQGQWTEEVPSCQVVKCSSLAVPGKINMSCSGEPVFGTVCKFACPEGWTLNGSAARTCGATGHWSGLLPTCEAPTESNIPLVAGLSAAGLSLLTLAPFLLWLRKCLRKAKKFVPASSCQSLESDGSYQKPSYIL
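Assay system: HUVEC, human umbilical vein endothelial cells / Amount: 3,000 HUVEC/well / Controls: TNF-alpha positive control, DMSO neutral control / Compound dosing: single concentration / Medium: EGM-2 over gelatin coat / Evaluation: percent E-selectin-positive cells / Signal: immunofluorescence imaging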
ERp5 block: inhibitors of ERp5-driven insulin aggregation, primary screen, biochemical, turbidity, absorbance 650 nm, single point; Protein disulfide-isomerase A6 (Homo sapiens), Q15084; 90 min; inhibition, % at 9.99 µM; 350,000 tested, 0.05% active; AID 651711, 2012;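 active means mean replicate inhibition above about 25%, with every replicate also reaching it, limit read from the data, passing the limit was not always enough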
PglD inh: C. jejuni PglD acetyltransferase inhibitors, primary screen, biochemical, DTNB colorimetric, single point; UDP-N-acetylbacillosamine N-acetyltransferase PglD (Campylobacter jejuni); purified PglD enzyme, DTNB colorimetric CoA detection; inhibition, % at 12.5 µM; 360,000 tested, 0.098% active; in the data active means inhibition above about 16%, passing the limit was not always enough; further: strong numbers were not always called active
RAD52 inh: RAD52 DNA annealing inhibitors, primary screen, biochemical, FRET, single point, set 2; AID 651710, 2012; recombinant RAD52 DNA annealing, FRET fluorescence; inhibition, % at 18.7 µM; 360,000 tested, 0.46% active; DNA repair protein RAD52 homolog (Homo sapiens), P43351;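 active means every replicate showing at least 50% inhibition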
esBAF inh: Bmi1 luciferase reporter increase in mESCs, primary screen, esBAF inhibitor project, mouse ES cells, Bmi1 luciferase knock-in, single point; 350,000 tested, 2% active; 24 h; 100% = twice the neutral-well signal; reporter increase, % at 12.5 µM; AID 602393, 2012; in the data active means activation above about 40%;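 further: 0% = median of the plate's neutral control wells and 100% = double that signal; a rise in the Bmi1 reporter signal indicates esBAF inhibition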
ARNT TACC3 PPI: disruptors of ARNT/TACC3 protein interaction, primary screen, biochemical, AlphaScreen, single concentration; Transforming acidic coiled-coil-containing protein 3 (Homo sapiens), Q9Y6A5; AlphaScreen His-ARNT PAS-B/GST-TACC3 binding, luminescence; TACC3 fragment carries E629A point mutation; AID 623870, 2012; 390,000 tested, 0.66% active; inhibition, % at 9.99 µM;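 active means mean inhibition of replicates at least 50% and at least half of replicates each reaching 50%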;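 further: 0% = complete ARNT plus TACC3 wells and 100% = ARNT alone without TACC3; many hits fall short of the cut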
RAD54 inh: inhibitors of human RAD54 branch migration, primary screen, biochemical, fluorescence, single point; RAD54 Holliday junction branch migration, FAM/BHQ fluorescence; DNA repair and recombination protein RAD54-like (Homo sapiens), Q92698; inhibition, % at 10.4 µM; 360,000 tested, 0.14% active; AID 602329, 2012;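 active means mean normalized replicate activity at least 40 and at least half of replicates scoring 40 or more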;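 further: 0% = median of neutral control wells and 100% = median of positive control wells; inhibitors cause a drop in the FAM fluorescence signal; in these data hits start at about 50%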
Starred values were filed as active, the others as inactive; . = no result given; & = joins results of further samples.

SMILES	CASP6 VEID inh	E-selectin induc	ERp5 block	PglD inh	RAD52 inh	esBAF inh	ARNT TACC3 PPI	RAD54 inh
C[C@@H]1CCCCO[C@@H](CN(C)S(=O)(=O)c2cccs2)[C@@H](C)CN([C@H](C)CO)C(=O)c2cc(NC(=O)c3ccncc3)ccc2O1	-1	.	-4	-2	-17	-9	8	3
Cc1nc2ccccn2c1-c1csc(Nc2cccc(O)c2)n1	2	1.0	4	.	-13	.	13	.
O=C(NCc1ccccn1)c1ccc(OC2CCN(Cc3ccc(F)cc3F)CC2)cc1	-3	.	-6	5	-24	2	2	0
COc1cc(C(F)(F)F)c(C(=O)N(C)Cc2cccc(Cl)c2)cn1	0	.	1	-3	-7	0	-1	-3
COc1cc(-c2cc3nc(NCCOc4ccccc4)ccn3n2)cc(OC)c1OC	1	0.2	-6	1	1	-13	.	-2
O=C(Oc1ccc(C(=S)N2CCOCC2)cc1Br)c1ccccc1F	.	.	.	10	.	-1	5	4
CCCOc1ccc(N2C(=O)CC(SC(=NCC)Nc3cccc(F)c3)C2=O)cc1 (stereo not given)	.	.	.	-2	.	4	-3	-9
COc1cccc(CN2CCN(c3nc4nonc4nc3NC3CC3)CC2)c1	-13	14	2	.	-56	-4	-3	.
CC(=O)Nc1ccc(S(=O)(=O)N2CCN=C2SCc2ccc([N+](=O)[O-])cc2)cc1	4	-1.7	1	1	4	-9	-8	-2
COCCSc1ccccc1C(=O)NCc1ccco1	.	.	.	-2	.	-4	-5	-5
CCCC#Cc1ccc2c(c1)O[C@@H](CN(C)C(=O)c1ccccc1)[C@H](C)CN([C@@H](C)CO)S2(=O)=O	-2	0.1	-4	2	11	3	3	0
O=c1c(C/C=C/c2ccccc2)c(O)ccn1Cc1ccc(Cl)cc1Cl	-1	.	9	.	0	.	-4	.
COc1ccc(S(=O)(=O)N(C)C[C@H]2OCCCC[C@H](C)Oc3ccc(NC(=O)Nc4ccc(C(F)(F)F)cc4)cc3C(=O)N([C@H](C)CO)C[C@H]2C)cc1	2	0.8	0	2	10	3	-6	-5
CC(C)C1N(C(=O)N(C)C)CCN1S(=O)(=O)c1ccccc1 (stereo not given)	.	.	-2	0	-4	.	-7	-7
O=C(O)CNS(=O)(=O)c1cccc2nsnc12	.	.	.	1	.	-2	-3	1
COc1ccc(/C=C/C(=O)OCC(=O)Nc2ccc(Cl)cc2F)cc1S(=O)(=O)N1CCOCC1	2	.	1	.	-10	.	-19	.
O=C(C[C@@H]1C=C[C@H](NC(=O)c2ccncc2)[C@H](CO)O1)Nc1ccc(-c2ccccc2)cc1	-3	0.1	-2	0	-14	7	1	-1
CC(C)CN(C(=O)CC1OC(=O)c2ccccc21)c1c(N)n(Cc2ccccc2)c(=O)[nH]c1=O (stereo not given)	-1	0.4	-1	.	-9	.	.	.
Cc1cc(C)n(C(=O)Cn2nc(C(F)F)cc2C)n1	.	.	.	-5	.	-1	-9	4
Cc1cc(C)nc(NS(=O)(=O)c2ccc(NC(=O)c3ccc(S(=O)(=O)N(C)C)cc3)cc2)n1	8	.	-1	-6	-22	9	-3	9
O=C(C[C@H]1CC[C@H](NC(=O)c2ccc(F)cc2)[C@@H](CO)O1)NCCc1ccccc1	-2	0.2	-3	2	8	-3	3	1
CN1OC[C@@H]2CN(Cc3ccccc3)[C@H](c3ccc(N4CCCCC4)cc3)C[C@@H]21	-1	-5.6	-1	5	-40	-3	.	1
CC(C(=O)NCC(=O)Nc1ccc(F)c(F)c1F)N1CCN(Cc2ccc(C#N)cc2)CC1 (stereo not given)	-2	2.7	0	-1	-11	0	8	4
COc1ccc(C(=O)NCc2ccc(F)cc2)cc1S(=O)(=O)N1CCCC1	2	0.0	-5	-7	-9	2	1	8
CCN(CC)C(=O)C(=O)c1cccn1-c1ccccc1C#N	.	.	.	-4	.	-2	-3	5
C[C@@H]1CN([C@@H](C)CO)C(=O)c2cc(-c3cccc(C(=O)N(C)C)c3)cnc2O[C@@H]1CN(C)S(=O)(=O)c1ccccc1	-7	0.7	-4	3	2	1	0	4
Cc1oc(-c2ccc(F)cc2F)nc1CN1CCN(C(=O)c2ccco2)CC1	7	.	4	-3	-57	-1	.	3
CO[C@@H]1CN(C)C(=O)c2cc(NC(=O)c3ccccc3)ccc2OC[C@@H](C)N(C(=O)CN(C)C)C[C@@H]1C	2	0.1	0	-1	-1	4	11	2
CCOC(=O)c1ccc(NC(=O)CCc2nc(-c3cccc(C)c3)no2)cc1	.	.	.	4	.	12	-5	-3
COCC(C)n1c(COc2ccccc2F)nnc1SCC(=O)c1c(N)n(C)c(=O)n(C)c1=O (stereo not given)	0	.	-4	.	-9	.	-3	.
CN(C)C(=O)[C@H]1C[C@H]1[C@@H](O)[C@H](CO)NC(=O)[C@H](COCc1ccccc1)NC(=O)OC(C)(C)C	-5	.	0	-1	-4	6	1	-9
CCc1noc(C)c1C(=O)N1CCN(S(=O)(=O)c2c(C)cc(C)cc2C)CC1	-123	0.0	7	2	6	9	2	7
CC(=O)Nc1ccc(C(=O)OCc2ccccc2Cl)cc1	-2	-0.2	3	.	-13	.	.	.
C[C@H]1CN([C@@H](C)CO)C(=O)c2cc(NC(=O)CCN3CCOCC3)ccc2O[C@H]1CN(C)C(=O)Nc1cccc2ccccc12	.	-1.5	11	-3	.	5	.	3
COc1ccc(-c2cn3c(C)c(C(=O)Nc4cccc(NC(C)=O)c4)sc3n2)cc1	.	.	.	4	.	31	-7	0
c1ccc2c(NCCc3c[nH]c4ccccc34)c3ccccc3nc2c1	-3	0.2	3	-5	97*	-8	27	93*
Cc1ccc(NC(=S)/N=C(\N)Nc2nc(C)c3ccccc3n2)cc1C	-6	.	-5	0	-22	.	-2	1
CCN(CC)CCCNC(=O)c1cc2cc(Cl)ccc2nc1N	-40	1.1	1	.	21	.	.	.
Cc1cccc(S(=O)(=O)N2CCCCN3[C@@H](CO)[C@@H](c4ccc(-c5cccnc5)cc4)[C@@H]3C2)c1	0	-0.4	-4	-19	2	.	12	4
Cc1cccc(NS(=O)(=O)c2ccc([N+](=O)[O-])cc2)n1	-2	0.0	-5	-1	-14	-11	0	4
CCN(CC)S(=O)(=O)c1ccc(OC)c(NC(=O)c2cc([N+](=O)[O-])ccc2Cl)c1	.	.	.	-2	.	3	3	13
COc1ccc(NC(=O)CN(C)S(=O)(=O)c2cnc[nH]2)cc1Cl	13	.	1	4	2	0	-3	3
COc1ccc2oc(C(=O)NCc3ccco3)c(C)c2c1	1	.	0	-1	-15	31	-1	3
COc1ccc(NC(=O)CSc2nncc(=O)n2N)cc1OC	-4	-0.2	-12	-5	-19	3	1	9
O=C(CN1CCN(c2ccccc2F)CC1)Nc1nnc(C(F)(F)F)s1	0	.	-2	.	-9	.	8	.
COc1ccc(C)cc1NC(=O)C(OC(=O)c1cnccn1)c1ccccc1 (stereo not given)	3	-0.6	-6	-1	1	2	2	16
COc1ccc(C2NC(=O)NC(C)=C2C(=O)OC2CCC(C)CC2)cc1 (stereo not given)	-1	.	0	5	-6	-2	-4	-9
COC(=O)C1=C(C)N(Cc2ccccc2)C(=NCc2ccccc2)N[C@H]1c1ccccc1	10	-0.2	-9	-1	17	-14	5	16
CC1CCCCC12NC(=S)N(c1ccccc1)N2 (stereo not given)	2	0.0	3	1	-7	.	-4	-1
CCOc1ccc(CC(C(N)=O)C(N)=O)cc1CN(C)C	.	.	.	-2	.	-8	-2	3
COc1ccc(N2CCN(C(=O)CCC(=O)N3Cc4ccccc4Oc4ncccc43)CC2)cc1	-3	.	-9	0	-11	1	11	6
C=CCN1C(=O)N(c2ccc(Cl)cc2)C(=O)C1CC(=O)Nc1ccc(F)cc1 (stereo not given)	3	0.1	12	.	-3	.	-4	.
COc1ccc(CCNC(=O)C(=O)NCC2CCCN2S(=O)(=O)c2ccccc2)cc1OC (stereo not given)	-3	-0.7	-1	1	-49	-4	-2	-3
O=C(COC(=O)CCCCCN=C1NS(=O)(=O)c2ccccc21)Nc1ccc(Cl)c(Cl)c1	.	-0.1	-2	.	0	.	20	.
CO[C@@H]1CN(C)C(=O)c2cc(NC(=O)C3CCCC3)ccc2OC[C@@H](C)N(C(C)=O)C[C@@H]1C	.	2.1	.	7	.	-3	-28	-2
CC(=O)Oc1ccccc1C(=O)OCO/N=[N+](\[O-])N1CCCC1	-4	.	-6	-8	-12	.	-3	-2

Additional entries:
SMILES	CASP6 VEID inh	E-selectin induc	ERp5 block	PglD inh	RAD52 inh	esBAF inh	ARNT TACC3 PPI	RAD54 inh
CCOC(=O)Cc1ccc2sc(-c3ccccc3)nc2c1	.	0.0	.	0	.	69*	-10	-4
O=C(c1cccnc1NCc1ccc(F)cc1)N1CCOCC1	.	.	.	-1	.	-7	-2	-4
CC(C)C[C@@H](CNCC(=O)[C@H](Cc1ccccc1)NC(=O)c1[nH]cnc1C(=O)N[C@@H](C)CN)NC(=O)c1nc[nH]c1C(=O)N[C@@H](C)C(=O)O	6	-0.2	0	0	-11	-8	0	-12
CCOc1ccc(S(=O)(=O)N2CCC(C(=O)NC3CC3)CC2)cc1C	2	.	2	3	-2	-2	.	4
CC(C)NC(=O)N(C)C[C@@H]1Oc2ccc(NC(=O)Cc3ccccc3)cc2CC(=O)N([C@H](C)CO)C[C@@H]1C	0	-0.1	2	1	5	-3	-8	3
CCC(=O)N/N=C/c1ccc(-c2ccc([N+](=O)[O-])cc2)o1	1	.	-9	1	-19	6	-6	3
C[C@H](NC(=O)[C@H]1[C@H](CO)[C@H]2Cn3c(ccc(-c4ccccc4)c3=O)[C@H]2N1C)c1ccccc1	-2	-0.2	0	3	16	5	-8	-1
Cc1cc(Br)cn2c(Cc3ccccc3C(F)(F)F)c(-c3ccc(C#N)cc3)nc12	3	0.1	-11	.	-69	.	.	.
Cc1ccc(S(=O)(=O)N2CCC(C(=O)Nc3nnc(C)s3)CC2)cc1	-5	0.1	-2	0	-8	1	-5	11
COCC#Cc1cnc2c(c1)C(=O)N([C@@H](C)CO)C[C@H](C)[C@H](CN(C)C(=O)c1ccc3c(c1)OCO3)O2	6&1&-3	6.3&-0.3	4&6&2	2&0	-6&-14&-11	1&-1	-6&-6	-5&2
O=[N+]([O-])c1ccc(S(=O)(=O)N2CCN(c3ccc(N4CCOCC4)nn3)CC2)cc1	-1	.	8	10	-11	.	2	9
C[C@@H]1CN([C@H](C)CO)C(=O)Cc2cc(NC(=O)Nc3ccc(F)cc3)ccc2O[C@@H]1CN(C)Cc1ccc(C(F)(F)F)cc1	0	-10	-3	.	-1	3	.	.
COc1ccc(CCn2c(O)c(C=Nc3cccc(F)c3)c(=O)[nH]c2=O)cc1OC	-1	0.1	0	-6	-62	.	.	-1
Cc1cccc(NC(=O)C2(C)CC3c4ccccc4C2c2ccccc23)c1 (stereo not given)	.	.	.	5	.	-7	-2	6
O=S(=O)(c1cccc2nsnc12)N1CCN(C/C=C/c2ccccc2)CC1	.	.	.	-4	.	4	13	-4
CCCOc1ccc(-c2c(C(=O)N/N=C/c3ccncc3)nnn2-c2nonc2N)cc1	-2	.	0	-3	-8	0	2	-2

From PubChem
